From PubChem
aSyn rescue = qHTS of alpha-syn Inhibitors | Yeast expressing alpha-synuclein, growth rescue, BacTiter-Glo, 24 h | Potency, µM (doses to about 46.1 µM), inactives show top-dose growth rescue (activation), most hits filed as activators | actives 0.14% (n = 370,000) | AID 652106, 2013; further: % of control where 0% means no effect; nearly all actives have a fitted effect of over 65% in size
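Rescue of yeast growth: cells expressing toxic alpha-synuclein, induced in galactose at OD600 0.02, incubated with compound 24 h at 30 C. ATP luminescence quantified growth; inhibitors of toxicity appear as activators.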
FUS suppressor = qHTS for Suppressors of FUS Proteinopathy: Primary screen using FUS-linked yeast assay; S. cerevisiae FUS-expressing, growth rescue, OD600, 24 h; Potency, µM (top dose mostly 76.6 µM), inactives show top-dose growth rescue (activation), usual class: activators; actives 0.24% (n = 390,000); AID 1347120, 2019;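 further: plate controls were DMSO vehicle for no effect and reference control for full effect; nearly all actives have a fitted effect of over 55% in size; some results filed as inactive show a strong effect at the top dose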
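Galactose (2%) drives FUS expression in yeast precultured in raffinose; seeding density OD 0.005. Test compounds incubated 24hr at 30C and 99% humidity before absorbance at 600 nm was measured.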
EPAC2 ag = qHTS for Agonist of cAMP-regulated guanine nucleotide exchange factor 4 (EPAC2): primary screen. EPAC2 activation, biochemical qHTS; response scale: 100% = 6.5 mM cAMP response. Potency, µM (top dose mostly 154 µM), without a hit: top-dose activation, actives largely listed as activators. actives 0.079% (n = 360,000); further: nearly all actives have a fitted effect of over 50% in size
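Readout is BODIPY fluorescence (480 nm excitation, 540 nm emission), which falls as labeled GDP is exchanged off Rap1B. EPAC2 at 100 nM acted on 250 nM RAP1B-BODIPY-GDP with 50 uM GDP present.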
EPAC1 ag = qHTS for Agonist of cAMP-regulated guanine nucleotide exchange factor 3 (EPAC1): primary screen | EPAC1 agonist qHTS, biochemical assay; response scale: 100% = response to 6.5 mM cAMP | Potency, µM (series often up to 154 µM), without a hit: at the top dose activation, most hits filed as activators | actives 0.073% (n = 360,000); further: nearly all actives have a fitted effect of over 60% in size
Target sequence (O95398 whole entry, looked up): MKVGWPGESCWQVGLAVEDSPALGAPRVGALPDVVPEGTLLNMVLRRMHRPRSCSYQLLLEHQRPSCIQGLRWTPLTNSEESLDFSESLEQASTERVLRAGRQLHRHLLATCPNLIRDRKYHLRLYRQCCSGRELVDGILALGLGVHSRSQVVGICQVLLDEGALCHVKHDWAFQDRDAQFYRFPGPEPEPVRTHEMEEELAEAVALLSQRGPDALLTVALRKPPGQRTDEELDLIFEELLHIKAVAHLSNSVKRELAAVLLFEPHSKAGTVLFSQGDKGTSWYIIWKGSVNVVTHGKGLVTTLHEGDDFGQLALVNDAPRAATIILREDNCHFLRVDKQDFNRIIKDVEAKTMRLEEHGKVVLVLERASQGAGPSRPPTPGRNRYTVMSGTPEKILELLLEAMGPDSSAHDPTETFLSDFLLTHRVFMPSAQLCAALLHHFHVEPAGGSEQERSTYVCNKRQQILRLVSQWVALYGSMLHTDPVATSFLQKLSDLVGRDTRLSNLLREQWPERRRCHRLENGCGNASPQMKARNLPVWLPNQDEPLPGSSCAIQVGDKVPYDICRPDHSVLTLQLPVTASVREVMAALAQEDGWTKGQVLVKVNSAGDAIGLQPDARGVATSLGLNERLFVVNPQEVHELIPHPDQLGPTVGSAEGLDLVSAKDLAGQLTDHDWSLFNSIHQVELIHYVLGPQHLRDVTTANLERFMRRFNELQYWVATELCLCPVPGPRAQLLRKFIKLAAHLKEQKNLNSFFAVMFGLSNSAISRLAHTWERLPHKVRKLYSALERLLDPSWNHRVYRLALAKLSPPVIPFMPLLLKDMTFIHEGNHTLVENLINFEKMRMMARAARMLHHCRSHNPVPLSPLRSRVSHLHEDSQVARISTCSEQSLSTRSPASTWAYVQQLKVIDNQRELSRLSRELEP
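EPAC1 100 nM, Rap1B–BODIPY-GDP 250 nM, unlabeled GDP 50 uM; compound titration; 5 min RT; kinetic read ex480/em540 at 5-min intervals ×30 min; data normalized to 6.5 mM cAMP agonist control.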
TDP43 rescue = qHTS of TDP-43 Inhibitors; TDP-43 expressing yeast growth rescue, BacTiter-Glo, 24 h; Potency, µM (series often up to 46.1 µM), without a hit: at the top dose growth rescue (activation), most hits filed as activators; actives 1.8% (n = 410,000); AID 652104, 2013; further: % of control where 0% means no effect; nearly all actives have a fitted effect of over 50% in size
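Readout is BacTiter-Glo luminescence of cell growth, so inhibitors register as activators. TDP-43-expressing yeast at OD600=0.02 in galactose medium, after raffinose pregrowth to mid-log, were incubated with compound for 24 hr at 30 deg C.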
PTHR1 agonist = qHTS for PTHR1 Agonists: Primary Screen | Parathyroid hormone/parathyroid hormone-related peptide receptor (Homo sapiens), Q03431 | HEK293 GP2 PTHR1 cells, GloSensor cAMP luminescence, 1 h | Potency, µM (top dose mostly 115 µM), for the others: at the top dose activation, usual class: activators | actives 0.075% (n = 410,000) | AID 743266, 2014; further: nearly all actives have a fitted effect of over 55% in size; some results filed as inactive show a strong effect at the top dose; inactives centre near -15; many of its hits are not listed in these tables
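HEK-293-derived GP2 cells expressing PTHR1 and a GloSensor cAMP reporter, 3,000/well, plated overnight, given luciferin plus IBMX (each 0.5 mM as added) for 1 h at 37 °C, then compound for 1 h at 37 °C. Luminescence was read after 15 min at room temperature.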
EPAC1 antagonist = qHTS for Antagonist of cAMP-regulated guanine nucleotide exchange factor 3 (EPAC1): primary screen; Rap guanine nucleotide exchange factor 3 (Homo sapiens), O95398; EPAC1 GEF assay, Rap1b-BODIPY-GDP exchange fluorescence; Potency, µM (series often up to 115 µM), for the others: at the highest dose activity change, negative = inhibition, actives largely listed as inhibitors; actives 0.14% (n = 360,000);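 further: plate controls were vehicle for no effect and positive control for full effect; nearly all actives have a fitted effect of over 50% in size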
EPAC2 antagonist = qHTS for Antagonist of cAMP-regulated guanine nucleotide exchange factor 2 (EPAC2): primary screen | actives 0.18% (n = 360,000) | Potency, µM (titrated, usually from 114 µM), without a hit: at the top dose activity, negative = inhibition, actives largely listed as inhibitors | Rap guanine nucleotide exchange factor 4 (Homo sapiens), Q8WZA2 | EPAC2 GEF exchange of Rap1B-BODIPY-GDP, fluorescence; further: on the % scale 0 is the no-effect control and ±100 the full control effect; nearly all actives have a fitted effect of over 45% in size; many of its hits are not listed in these tables
Active calls of the source: *; i = inactive; ? = inconclusive; · = no result given; [ ] = remark or other dose. The call rests on the fitted dose curve; in most records, active means well fitted curve in the direction sought with a large enough effect; inconclusive means small, poorly fitted or top-dose-only effect, or another doubt; inactive means no such curve, though single readings can be large; an effect the other way counts as inactive or inconclusive. Potency means the concentration at half of the fitted maximal effect. These rows are one share of the data (hit frequency here may not be typical).

Letter code: A = aSyn rescue; B = FUS suppressor; C = EPAC2 ag; D = EPAC1 ag; E = TDP43 rescue; F = PTHR1 agonist; G = EPAC1 antagonist; H = EPAC2 antagonist
1	CCN(C(=O)c1cc2c(=O)n3ccccc3nc2s1)C1CCCCC1
  A: 1%	B: 18%	C: 3%	D: -4%	E: 18µM*	F: -16%	G: -14%	H: -27%
2	N#Cc1cccnc1N1CCN(C(c2ccnc3ccccc23)c2nnnn2-c2ccc3c(c2)OCCO3)CC1 (configuration not stated)
  A: -2%	B: ?	C: 8%	D: 15%	E: -9%	F: -33%[inhibitor]	G: 8%	H: -5%
3	CCOC(=O)CC(NC(=O)c1ccco1)c1ccc(C)cc1 (configuration not stated)
  A: 0%	B: -7%	C: -1%	D: 0%	E: 4%	F: i	G: 7%	H: 5%
4	O=C(CCn1c(=O)[nH]c2ccsc2c1=O)Nc1ccc(F)c(F)c1
  A: -1%	B: 0%	C: -13%	D: -2%	E: 12%	F: i	G: 12%	H: 14%
5	O=C(O)/C(=C/c1ccco1)NC(=O)c1ccccc1
  A: -1%	B: -27%	C: 9%	D: 8%	E: 19%	F: i	G: 4%	H: -4%
6	COc1cc(/C=N/n2cnnc2)ccc1OS(=O)(=O)c1ccccc1[N+](=O)[O-]
  A: -5%	B: 6%	C: 1%	D: 0%	E: 12%	F: -24%	G: -4%	H: -3%
7	CCCCOCCCNC1=NCCCCC1
  A: -5%	B: 8%	C: 5%	D: 2%	E: -15%	F: i	G: 10%	H: 7%
8	O=c1cc(N2CCCCC2)c(-c2ccccc2)nn1Cc1ccccc1
  A: -25%	B: ?	C: 11%	D: 12%	E: ?	F: -9%	G: -15%	H: ?
9	NNC(=O)COc1ccccc1[N+](=O)[O-]
  A: 20%	B: -5%	C: 2%	D: 4%	E: -4%	F: i	G: -2%	H: 2%
10	O=C(NC1CCCCC1)c1ccc(CNc2nc(=S)[nH]c3ccccc23)cc1
  A: 3%	B: 1%	C: 1%	D: 4%	E: 13%	F: -10%	G: 0%	H: 3%
11	COCC(C)n1c(SCC(=O)N2CCCCC2)nc2ccccc2c1=O (configuration not stated)
  A: 1%	B: -10%	C: 2%	D: -5%	E: 6%	F: -12%[57.5 µM]	G: 7%	H: 12%
12	CN(C)S(=O)(=O)c1cccc(NC(=O)/C=C/c2ccc(S(=O)(=O)N3CCOCC3)cc2)c1
  A: -3%	B: ·	C: 4%	D: -5%	E: 9%	F: -42%[inhibitor]	G: -1%	H: -4%
13	Cc1ccc(C(=O)NC2CC3CCC(C2)N3Cc2ccco2)cc1 (configuration not stated)
  A: 3%	B: -8%	C: 4%	D: 2%	E: 10%	F: i	G: 1%	H: -2%
14	COc1ccc(C(CC(=O)N2CCN(c3ccccc3)CC2)c2c(O)cc(OC)cc2OC)cc1 (configuration not stated)
  A: 8%	B: 30%	C: 15%	D: -1%	E: 9%	F: i	G: -10%	H: ?
15	Cc1cccc(NC(=S)NC(=O)/C=C/c2ccccc2)n1
  A: -1%	B: 10%	C: 5%	D: 4%	E: -10%	F: i	G: -5%	H: 5%
16	CC(C)C1CC(O)(C2(O)CCCCC2)ON1 (configuration not stated)
  A: 0%	B: -9%	C: 1%	D: -2%	E: -2%	F: -1%[57.5 µM]	G: -2%	H: 9%
17	NC(=O)Nc1cc(Cl)ccc1Cl
  A: -4%	B: 28%	C: 10%	D: 12%	E: 13%	F: i	G: -8%	H: -1%
18	Cc1cc(C)cc(NC(=O)Nc2cnccn2)c1
  A: -1%	B: -8%	C: -2%	D: 8%	E: 23%	F: i	G: 16%	H: 2%
19	O=C(COC(=O)c1ccccc1O)NC(c1ccccc1)c1ccccc1
  A: 2%	B: 8%	C: 6%	D: -8%	E: 0%	F: i	G: 3%	H: 7%
20	Cc1noc(NS(=O)(=O)c2ccc(NS(=O)(=O)c3ccc(Cl)cc3)cc2)c1C
  A: -10%	B: 3%	C: -1%	D: -3%	E: 8%	F: -12%	G: 4%	H: 9%
21	CN1CCN(C(=O)c2c(O)c3cccc4c3n(c2=O)CCC4)CC1
  A: 1%	B: 0%	C: 9%	D: -7%	E: 17%	F: -13%[57.5 µM]	G: -8%	H: 4%
22	CCCNC(=O)C(=O)NCc1ccccn1
  A: -3%	B: -1%	C: 2%	D: -2%	E: 14%	F: -23%	G: 3%	H: 4%
23	Cc1ccc(C2(C)NC(=O)N(CC(=O)Nc3ccccc3N3CCCCC3)C2=O)cc1 (configuration not stated)
  A: 6%	B: 19%	C: 1%	D: ?	E: 3%	F: -27%	G: -13%	H: -19%
24	Cc1nn(Cc2ccccc2Cl)c(C)c1NC(=O)c1nc2ncccn2n1
  A: -2%	B: 0%	C: -5%	D: 4%	E: -1%	F: -10%[57.5 µM]	G: 5%	H: -1%
25	COC(=O)CNC(=O)CN1C(=O)N(c2cccc(Cl)c2)C(N(O)C(=O)Nc2cccc(Cl)c2)C1(C)C (configuration not stated)
  A: 7%	B: 0%	C: -6%	D: -5%	E: -8%	F: -6%	G: -3%	H: 5%
26	O=S(=O)(Nc1ccncc1Cl)c1cc(Cl)ccc1Cl
  A: 2%	B: 19%	C: 11%	D: 2%	E: -31%[inhibitor]	F: -18%	G: 0%	H: 26%
27	COc1cccc(CN2CC(C(=O)NCCc3ccccc3C(F)(F)F)CCC2=O)c1 (configuration not stated)
  A: 10%	B: 26%	C: -3%	D: -3%	E: -3%	F: -2%	G: ?	H: -4%

Nine structures from above, arranged by length of the SMILES, low to high:
Letter code: A = aSyn rescue; B = FUS suppressor; C = EPAC2 ag; D = EPAC1 ag; E = TDP43 rescue; F = PTHR1 agonist; G = EPAC1 antagonist; H = EPAC2 antagonist
26	O=S(=O)(Nc1ccncc1Cl)c1cc(Cl)ccc1Cl
  A: 2%	B: 19%	C: 11%	D: 2%	E: -31%[inhibitor]	F: -18%	G: 0%	H: 26%
15	Cc1cccc(NC(=S)NC(=O)/C=C/c2ccccc2)n1
  A: -1%	B: 10%	C: 5%	D: 4%	E: -10%	F: i	G: -5%	H: 5%
11	COCC(C)n1c(SCC(=O)N2CCCCC2)nc2ccccc2c1=O (configuration not stated)
  A: 1%	B: -10%	C: 2%	D: -5%	E: 6%	F: -12%[57.5 µM]	G: 7%	H: 12%
1	CCN(C(=O)c1cc2c(=O)n3ccccc3nc2s1)C1CCCCC1
  A: 1%	B: 18%	C: 3%	D: -4%	E: 18µM*	F: -16%	G: -14%	H: -27%
24	Cc1nn(Cc2ccccc2Cl)c(C)c1NC(=O)c1nc2ncccn2n1
  A: -2%	B: 0%	C: -5%	D: 4%	E: -1%	F: -10%[57.5 µM]	G: 5%	H: -1%
10	O=C(NC1CCCCC1)c1ccc(CNc2nc(=S)[nH]c3ccccc23)cc1
  A: 3%	B: 1%	C: 1%	D: 4%	E: 13%	F: -10%	G: 0%	H: 3%
23	Cc1ccc(C2(C)NC(=O)N(CC(=O)Nc3ccccc3N3CCCCC3)C2=O)cc1 (configuration not stated)
  A: 6%	B: 19%	C: 1%	D: ?	E: 3%	F: -27%	G: -13%	H: -19%
6	COc1cc(/C=N/n2cnnc2)ccc1OS(=O)(=O)c1ccccc1[N+](=O)[O-]
  A: -5%	B: 6%	C: 1%	D: 0%	E: 12%	F: -24%	G: -4%	H: -3%
14	COc1ccc(C(CC(=O)N2CCN(c3ccccc3)CC2)c2c(O)cc(OC)cc2OC)cc1 (configuration not stated)
  A: 8%	B: 30%	C: 15%	D: -1%	E: 9%	F: i	G: -10%	H: ?
